# Bioassay records deposited in PubChem BioAssay by several laboratories.
# Thrombin inh: human alpha-thrombin inhibitors, primary screen, counter-screen for coagulation protease inhibitor project, biochemical, 1536-well, fluorogenic AMC substrate | Boc-VPR-AMC fluorogenic substrate cleavage | inhibition, % at 5 µM | 220,000 tested, 0.26% active | AID 1046, 2008;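 active means inhibition at or above 40%; inactive means inhibition below 40%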;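 further: 0% = enzyme with no compound and 100% = wells without enzyme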
#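 System – human alpha-thrombin · Medium – pH 7.5 Tris (50 mM) with NaCl 150 mM, Tween 20 0.05% · Compound – single-point dosing at 5 µM, 0.2% DMSO · Incubation – enzyme reaction carried out at room temperature · Technique – fluorescence of released AMC, ex 355 nm, em 460 nm · Read-out basis – % inhibition of thrombin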
# Runt-SMMHC FRET: inhibitors of RUNX1 Runt–CBFb-SMMHC binding, primary screen, biochemical, FRET, Cerulean-Runt, Venus-CBFb-SMMHC, uHTS. Runt-related transcription factor 1 (Homo sapiens) + Core-binding factor subunit beta …. Cerulean-Runt/Venus-CBFb-SMMHC FRET ratio 530/480, 1 h. inhibition, % at 20 µM. 220,000 tested, 0.74% active. AID 1434, 2008;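 active means mean inhibition across duplicate retests at 20 µM reaching about 50%, limit read from the data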;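 further: 0% = DMSO wells and 100% = wells with excess untagged CBFb-SMMHC; inhibitors lower the FRET ratio by blocking Runt binding to CBFb-SMMHC; some results filed as inactive read as strong as hits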
# FXIa inh: human FXIa protease inhibitors, primary screen, biochemical, 1536-well | AID 798, 2007 | inhibition, % at 5 µM | 220,000 tested, 0.14% active | Coagulation factor XI (Homo sapiens), P03951 | purified FXIa, Boc-Glu-Ala-Arg-AMC fluorogenic substrate;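 active means inhibition of at least 40%; inactive means inhibition below 40%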;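 further: fluorescence of freed AMC excited at 355 nm; 0% = enzyme without compound and 100% = no enzyme blank; many of its hits are not listed in these tables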
# Hck Nef HTS: inhibitors of Nef-activated human Hck kinase, primary screen, biochemical, Z-Lyte FRET, 384-well, Hck-YEEI; Tyrosine-protein kinase HCK (Homo sapiens), P08631; Recombinant Hck-YEEI plus Nef, Z-Lyte FRET kinase assay; inhibition, % at 20 µM; 220,000 tested, 0.68% active; AID 463187, 2010;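 active means Hck-Nef kinase inhibition above about 50%, limit read from the data; inactive means inhibition below that limit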;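 further: 0% = DMSO with Hck plus Nef and 100% = Hck alone without Nef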
# Runt-CBFb FRET: inhibitors of RUNX1 Runt–CBFb binding, primary screen, biochemical, FRET, Cerulean-Runt, Venus-CBFb, uHTS; inhibition, % at 20 µM; AID 1496, 2009; Cerulean-Runt/Venus-CBFb FRET ratio 530/480, 1 h; 220,000 tested, 0.46% active;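 active means inhibition over about 50% at 20 µM in the single-dose screen, limit read from the data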;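 further: 0% = DMSO wells and 100% = excess unlabeled CBFb competitor control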
#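 Schedule: protein complex preformed 1 h, compound exposure 1 h, room temperature, dark; test system: Cerulean-labeled Runt domain protein; amount: 100 nM per protein; buffer or medium: Tris 50 mM pH 7.5, KCl, K2SO4, 0.01% BSA; read-out: loss of energy transfer signal; detection: FRET fluorescence; controls: 5 µM unlabeled CBFb as full-inhibition high control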
# 14-3-3 Bad PPI: inhibitors of 14-3-3 zeta/Bad binding, primary screen, biochemical, TR-FRET, bovine 14-3-3 zeta; inhibition, % at 21.7 µM; TR-FRET 14-3-3zeta/Dy647-pBad peptide displacement, 1 h; 220,000 tested, 0.71% active; 14-3-3 protein zeta/delta (Bos taurus), P63103; AID 781, 2007;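 active means inhibition above about 70%, limit read from the data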;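 further: 0% = full 14-3-3 plus peptide FRET controls and 100% = background without 14-3-3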
# Wee1 stabilizer: Wee1 degradation inhibitors, primary screen, cell-based, HeLa, Wee1K328M-luciferase, luminescence. Wee1-like protein kinase (Homo sapiens), P30291. HeLa Luc-Wee1K328M stability; 100% = proteasome inhibitor MG132 effect. reporter increase, % at 5 µM. 220,000 tested, 1.2% active. AID 1321, 2008;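 active means activation above the mean of all tested compounds plus 3 SD, set per screening run, cut at about 8.8% in these data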;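 further: cells exposed to compound for 20 h before luminescence read; 0% = DMSO alone and 100% = MG132 at 30 µM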
# Target sequence (P30291 whole entry K328M): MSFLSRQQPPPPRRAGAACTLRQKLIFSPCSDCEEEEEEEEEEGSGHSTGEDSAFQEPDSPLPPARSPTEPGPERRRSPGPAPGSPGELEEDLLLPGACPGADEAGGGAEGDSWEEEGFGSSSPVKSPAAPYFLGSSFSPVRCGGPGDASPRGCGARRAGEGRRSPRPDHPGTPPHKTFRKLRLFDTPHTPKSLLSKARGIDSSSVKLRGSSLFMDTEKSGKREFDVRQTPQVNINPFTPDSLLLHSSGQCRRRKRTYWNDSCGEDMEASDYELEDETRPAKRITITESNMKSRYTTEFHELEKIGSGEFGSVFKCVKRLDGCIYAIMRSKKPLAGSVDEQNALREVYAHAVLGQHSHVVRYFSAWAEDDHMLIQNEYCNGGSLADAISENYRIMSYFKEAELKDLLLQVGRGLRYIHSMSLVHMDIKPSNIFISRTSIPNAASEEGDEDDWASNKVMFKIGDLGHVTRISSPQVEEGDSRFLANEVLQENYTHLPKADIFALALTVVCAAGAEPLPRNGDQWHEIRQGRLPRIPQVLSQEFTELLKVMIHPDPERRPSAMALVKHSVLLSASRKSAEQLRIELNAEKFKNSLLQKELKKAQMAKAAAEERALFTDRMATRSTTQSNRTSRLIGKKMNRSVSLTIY
# FXIIa inh: human FXIIa protease inhibitors, primary screen, biochemical, 1536-well. 220,000 tested, 0.3% active. inhibition, % at 5 µM. Coagulation factor XII (Homo sapiens), P00748. purified FXIIa, Boc-QGR-AMC fluorogenic substrate, 2 h; in the data active means inhibition above about 40%;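 further: 0% = enzyme with no compound and 100% = blank without enzyme; many of its hits are not listed in these tables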
# KLK5 inh: human KLK5 protease inhibitors, primary screen, biochemical, 1536-well; Kallikrein-5 (Homo sapiens), Q9Y337; recombinant hK5, fluorogenic AMC substrate cleavage; inhibition, % at 5 µM; 210,000 tested, 0.59% active;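 active means inhibition of 40% or more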;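 further: 0% = enzyme controls without compound and 100% = no-enzyme blanks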
# Target sequence (Q9Y337 67-293 limits assumed): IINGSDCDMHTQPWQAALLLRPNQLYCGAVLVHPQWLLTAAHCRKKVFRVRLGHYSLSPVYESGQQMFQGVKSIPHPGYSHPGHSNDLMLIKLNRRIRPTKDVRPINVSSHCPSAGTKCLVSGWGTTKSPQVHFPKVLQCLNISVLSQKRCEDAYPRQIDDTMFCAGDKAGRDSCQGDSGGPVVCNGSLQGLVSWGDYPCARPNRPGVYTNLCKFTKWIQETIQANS
# * marks the source's active call; other numbers are inactive results; . = not tested or not shown; [ ] = dose if it differs, or a comment.
nr	structure	Thrombin inh	Runt-SMMHC FRET	FXIa inh	Hck Nef HTS	Runt-CBFb FRET	14-3-3 Bad PPI	Wee1 stabilizer	FXIIa inh	KLK5 inh
1	CNC(=S)N(Cc1cc2cc(OC)c(OC)cc2[nH]c1=O)C1CCCC1	-7	-4	5	27	34	-5	-1	6	-2
2	COCCN(C(C)=O)c1nnc(-c2ccccn2)s1	11	3	5	3	.	6	4	15	-10
3	O=C1CC(C(=O)Nc2nccs2)C(c2ccccc2)O1 (stereo not drawn)	1	-3	8	.	0	-2	.	10	-8
4	CCN1CCN(CC(=O)Nc2ccc(Cl)c(S(=O)(=O)N(C)C)c2)CC1	-6	7	-5	26	-1	37	-2	5	-30
5	N#CC1=C(S)N(c2ccccc2)C(c2ccc(-c3cc(Cl)ccc3Cl)o2)NC1=O (stereo not drawn)	-3	-3	7	4	1	-11[fluorescence artefact?]	1	5	7
6	O=C(CN1CCN(S(=O)(=O)c2ccc(Cl)s2)CC1)N1CCOCC1	2	25	11	8	0	-5	2	7	4
7	Cc1nnc(SCCC(=O)Nc2nc(-c3ccccc3)ns2)s1	-1	-2	8	6	0	-9	3	14	-23
8	COc1ccc2c(c1)c(=O)oc1cc(OCC(=O)NC3CC3)ccc12	1	1	-5	23	0	68[fluorescence artefact?]	1	12	-2
9	Cc1cc(O)c(C(C)C)cc1NC(=O)Nc1cccc2ccccc12	-7	-1	3	17	0	2	1	4	-7
10	Cc1cc(OCC(=O)NC(C)c2ccccc2)ccc1[N+](=O)[O-] (stereo not drawn)	-4	5	-1	-1	0	1	-1	-3	-23
11	CCn1c(SCc2nc3sc(C(=O)O)c(C)c3c(=O)[nH]2)nc2ccccc21	-12	-153	-1	11	-50	54	0	0	-38
12	COc1cccc2c1OC1(C)CC2NC(=O)N1c1cccc(C(=O)N2CCN(c3ccccc3)CC2)c1 (stereo not drawn)	1	-2	-3	22	-1	6	8	16	0
13	Cc1cc(C(=O)N2CCN(c3ccc(C(F)(F)F)cn3)CC2)c(C)o1	0	0	2	9	-3	-4	-3	7	0
14	COc1ccc(Nc2nc(N)nc(CN3CCOCC3)n2)cc1	-1	-1	-20	0	1	8	0	12	6
15	O=C(CCN1C(=O)C2C3CC(C(Br)C3Br)C2C1=O)OCC(=O)c1ccccc1 (stereo not drawn)	-5	-2	0	0	-1	-17	0	10	-5
16	CS(=O)(=O)Nc1ccc(S(=O)(=O)NC2CCCCC2)cc1	0	-6	0	1	2	0	-1	5	.
17	C=CCOc1c(Br)cc(CNc2ccc(NC(=O)C(C)C)c(OC)c2)cc1OCC	-3	-28	-8	-13	-11	7	-3	2	-6
18	CCCSc1nc2cc(OC)c(OC)cc2c(=N)n1CCCN1CCOCC1	-10	2	-2	24	-1	-5	-1	8	-4
19	COc1ccc(NC(=O)CC2C(=O)N(c3cccc(C)c3)C(=O)N2C2CCCCC2)cc1 (stereo not drawn)	1	0	-3	-23	-3	10	3	11	-13
20	CCOc1ccc(OCC)c(S(=O)(=O)N2CCCCC2)c1	-1	3	0	4	-1	2	-1	13	5
21	Oc1cccc(NC(=S)Nc2cccnc2)c1	-5	-2	3	1	3	-13	1	8	-22
22	CCn1cc(/C=C/C(=O)c2ccc(O)cc2)c(C)n1	-1	-1	1	22	0	-2	-1	11	0
23	COc1ccc(C2=NOC3(CC(=O)N(c4ccc(C)cc4)C3=O)C2)cc1 (stereo not drawn)	-2	-9	-2	2	0	-11	-2	6	-8
24	CCN(CC)S(=O)(=O)c1ccc(C(=O)NCc2n[nH]c(=S)n2-c2ccc(Cl)c(Cl)c2)cc1	-13	15	-7	20	6	-15	4	9	0
25	C=CCn1c(=O)c(C(=O)Nc2cccnc2)c(O)c2ccccc21	-2	5	-3	10	-2	-12	1	9	-11
26	COCCSc1nnc(NC(=O)CSc2ccccc2)s1	-3	-2	-2	-7	-4	2[fluorescence artefact?]	-2	-3	-15
27	CCCNc1c(F)c(F)c2c(C)c3ccccc3nc2c1F	0	-22	-4	-3	-4	-22[fluorescence artefact?]	2	-4	3
28	COc1cc(OC)cc(C(=O)NCCSC2CCCCC2)c1	-9	-2	-4	-6	-2	-3	3	0	-4
29	O=C(Cc1ccccc1)NN1C(=O)/C(=C/c2ccccc2C(=O)O)SC1=S	-1	4	1	7	16	3	0	13	.
30	CC(=O)N/C(=N/c1nc(C)cc(C)n1)Nc1ccc(NC(C)=O)cc1	29	-1	13	8	1	4	1	12	37
31	CCOC(=O)C1CCN(C(c2cc3ccc(C)c(C)c3[nH]c2=O)c2nnnn2C2CCCCC2)CC1 (stereo not drawn)	-6	-60	8	0	-17	-18[fluorescence artefact?]	-1	25	-5
32	CC(SCc1cn2cc(Cl)ccc2n1)C(=O)O (stereo not drawn)	-6	-2	-4	1	-2	-6	-2	5	-5
33	Cc1c(NC(=O)c2noc(C(C)C)c2[N+](=O)[O-])c(=O)n(-c2ccccc2)n1C	0	0	4	0	2	-1	-2	4	-7
34	COc1ccccc1C(c1nnnn1C(C)(C)C)N1CCN(Cc2ccccc2)CC1 (stereo not drawn)	-2	3	-2	7	-6	53	0	5	-13
35	O=C(NC1CCN(C(=O)N2CCOCC2)CC1)c1ccccc1	-1	-6	6	0	3	0	5	7	6
36	COc1ccccc1N1CCSC1C(N)=O (stereo not drawn)	1	-4	-17	7	-1	-7	-2	14	10
37	CC(C)C(=O)N1CCN(c2ccccc2N)CC1	-4	4	-3	4	23	-2	1	8	-1
38	CCN1C(=O)C(CC(=O)Nc2cccc(C(C)=O)c2)S/C1=N\c1ccccn1 (stereo not drawn)	-5	-6	2	6	-3	-8[fluorescence artefact?]	2	5	-18
39	COc1ccc(NC(=O)NC2(C(=O)N3CCCCCC3)CCCCC2)cc1	-3	-1	-5	2	1	-6	0	6	-23
40	Cc1onc(-c2c(Cl)cccc2Cl)c1C(=O)c1c[nH]c(C(=O)NCC2CCCO2)c1 (stereo not drawn)	-5	-4	-1	-7	-1	1	-5	5	-3
41	COC(=O)c1c(NS(=O)(=O)c2cccs2)sc2c1CCCC2	-2	6	9	8	9	6	3	13	-12
42	CC1SC(C)C(=O)N(CC(=O)NCc2ccc(F)cc2)C1=O (stereo not drawn)	-5	3	-3	2	0	-3[fluorescence artefact?]	0	3	14
43	Cn1cc(CN2CCC[C@H]2CO)c(-c2cccc(Cl)c2)n1	-14	4	-4	19	-1	-8	0	6	-1
44	CCCCN1c2ccccc2N(CCCO)c2cc(C)nnc21	-2	-3	4	0	-2	6	2	9	2
45	Cc1c(NC(C)c2cc(Cl)ccc2O)c(=O)n(-c2ccccc2)n1C (stereo not drawn)	-2	-1	0	4	-3	-1	0	10	3
46	CCOC(=O)/C(=C\Nc1ccc(OC(F)(F)F)cc1)Sc1ncc(C(F)(F)F)cc1Cl	-10	0	6	1	2	-4	1	9	-18
47	COc1cc2c(cc1OC)C(=O)Cc1ccc3c(c1CN(C)CC2)OCO3	-2	0	-2	13	0	-2	0	6	-1
48	Fc1cccc(Nc2ncnc3sc4c(c23)CCC4)c1	-4	3	3	6	10	12	-1	0	-15
49	Cc1ccc(Cn2nnc3c(=O)n(CC(=O)N4CCCc5ccccc54)cnc32)cc1	1	-4	0	5	17	5	7	8	-6
50	Cc1cccc(Nc2nc(N)nc(CCl)n2)c1	49*	7	30	2	5	1	-1	19	33

# Additional entries.
nr	structure	Thrombin inh	Runt-SMMHC FRET	FXIa inh	Hck Nef HTS	Runt-CBFb FRET	14-3-3 Bad PPI	Wee1 stabilizer	FXIIa inh	KLK5 inh
51	COC(=O)c1cnc(NNS(=O)(=O)c2ccc(C(F)(F)F)cc2)nc1C(F)(F)F	4	2	7	2	4	-4	4	9	-7
52	CCOC(=O)/C=C(\C)Sc1cc(O)c2ccccc2c1O	-2	61*	0	-167	27	0	3	9	-4
53	COc1ccc(C(=O)NCC(=O)OCC(=O)c2ccc3c(c2)OCCO3)cc1	1	-5	1	32	1	-5	-2	14	-8
54	CCOC(=O)Cc1cc(-c2ccccc2)nc2ccc3ccccc3c12	0	3	5	1	-3	-3	3	14	-18
55	O=C(COC(=O)c1ccccc1)Nc1ccccc1Sc1ccccc1	-8	-3	-6	1	-4	-3	0	-4	-4
56	N/C(Cc1nc2ccccc2s1)=N\O	-3	5	5	-13	4	0	8	6	-7
57	CCCCOC(=O)c1ccc(O)cc1	5	1	3	-3	-1	4	0	12	-6
58	CCCCn1c(SCC(=O)NC2CCS(=O)(=O)C2)nc2cc(S(N)(=O)=O)ccc21 (stereo not drawn)	0	-2	-6	-12	0	1	0	1	-5
59	CCCc1nnc(NC(=O)Nc2ccc(OC)cc2)s1	-4	0	-2	-8	0	-2	5	6	2
60	CCOc1cc(NC(=O)c2ccccn2)c(OCC)cc1NC(=O)c1ccc(OC)cc1	-2	-82	-4	18	-21	-12	-1	9	-1
61	CNC(=O)c1ccccc1Sc1ccccc1C#N	-3	-5	0	26	0	2	-2	-7	-6
62	COC(=O)c1ccc(OC(=O)CCN2C(=O)C3CCCCC3C2=O)cc1 (stereo not drawn)	-4	0	2	0	1	1	0	9	-2
63	COc1cc(NC(=O)c2ccc(NS(=O)(=O)c3c(C)noc3C)cc2)cc(OC)c1	0	4	15	1	0	20	1	16	-12
64	COc1ccc(F)cc1S(=O)(=O)NC1CCCC1	4	-3	-5	3	1	1	6	14	-3
65	C/C(=N\NC(=O)c1sccc1-n1cccc1)c1cccs1	-7	-1	4	25	1	-13	-3	13	12
66	COc1ccc(OC)c(-n2c(-c3ccccc3)n[nH]c2=S)c1	-6	8	-8	0	0	-16	-2	2	3
67	COc1cc(NC(=O)CN2C(=O)NC(C)(c3ccc4ccccc4c3)C2=O)c(C)cc1[N+](=O)[O-] (stereo not drawn)	1	-1	5	2	0	45[fluorescence artefact?]	-2	7	9
68	CCCC[C@H](CN(N=O)[C@@H](Cc1ccccc1)CN(C)N=O)N(CCc1ccccc1)N=O	2	-3	3	-12	-2	-1	8	12	5
69	CCCc1nc(NCc2ccccn2)c2nnn(Cc3ccccc3F)c2n1	4	-4	3	1	-1	6	-2	8	-11
